Assay outcomes (PubChem BioAssay)
HSF1 inh: HSF1 inhibition; NIH3T3-HGL HSE-luciferase, MG132-induced, luminescence 8 h; hits give low values; activity change, negative = inhibition, % at 7.5 µM (by protocol); 0.77% of 300,000 active; AID 2098;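 active means more than half of replicate wells show activity change below -50%, luminescence cut by over half; inconclusive means some wells, but at most half, below -50%; inactive means no replicate well below -50%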;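 further: luciferase reports HSF-1 transcriptional activity via heat shock element; 0% = median of DMSO wells and -100% = zero luminescence signal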
AI-2 QS modul: Vibrio harveyi AI-2 quorum sensing modulation | Vibrio harveyi JMH597 AI-2 luminescence/OD600 ratio, 9 h; hits give low values; strain lacks LuxN and CqsS sensors; 0 = neutral-control median | activity change, % at 7.5 µM | 0.4% of 300,000 active; in the data active means activity change below about -75%, passing the limit was not always enough; inconclusive means no clear call, values can overlap the other calls;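 further: luminescence divided by OD600 gain over 9 h not by final OD600 alone; inactives centre near 13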
PolyA inh: yeast polyadenylation inhibition. S. cerevisiae SKY197-pL101 polyadenylation reporter, beta-gal luminescence; efflux-impaired pdr1/pdr3 knockout yeast; score 100 = 6 SD above DMSO. calls only at 12 µM. 0.02% of 300,000 active. AID 1875;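 active means lowest replicate activity score at least 50, where 100 means six control SD above control mean; inconclusive means lowest score under 50 but half or more replicates reach 50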;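 further: yeast exposed to compound for 9 h at 30 °C; higher score means more reporter readthrough which indicates perturbed polyadenylation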
Platelet DG rel: modulates dense granule release in human platelets | human platelet-rich plasma, SFLLRN dense granule ATP release, luminescence | inhibition, %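 (compounds screened at 7.5 µM in platelet-rich plasma)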 | 0.22% of 300,000 active | AID 1663;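 active means mean replicate score, as percent of positive control, at or above 50; inconclusive means mean below 50 but at least one replicate at or above 50; inactive means mean and every replicate below 50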
HSP90 refold inh: inhibitors of HSP90 luciferase refolding in rabbit reticulocyte lysate; luciferase refolding luminescence, 3 h; inhibition, % at 5.6 µM; 0.91% of 290,000 active; AID 1789;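 active means inhibition above the screen-wide mean plus 3 SD, computed separately per campaign, cut at about 16% in these data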;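 further: 0% = DMSO wells and 100% = 60 µM geldanamycin wells; inhibitors lower the luminescence because luciferase stays unfolded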
HDAC3 inhib: human HDAC3 inhibition | O15379 | recombinant HDAC3, fluorogenic peptide/trypsin coupled, fluorescence | inhibition, % at 8.3 µM | 0.15% of 320,000 active | AID 2718; in the data active means inhibition above about 26%, passing the limit was not always enough; inconclusive means no clear call, values can overlap the other calls
DYRK1A inh: inhibitors of rat Dyrk1A kinase. Q63470. ADP-Glo luminescence, NFATc1 peptide. inhibition, % at 12.5 µM. 0.43% of 310,000 active; in the data active means inhibition above about 50%;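 further: plate controls were vehicle with enzyme for no effect and no enzyme for full effect; many of its hits are not listed in these tables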
GSK3A inh: human GSK-3 alpha kinase inhibition; ADP-Glo luminescence, 60 min; inhibition, % at 10 µM; 0.1% of 320,000 active; P49840;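 in the data active means inhibition above about 50%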;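 further: GST-tagged GSK-3 alpha with peptide substrate and 25 µM ATP; 0% = DMSO neutral wells and 100% = GW8510 positive control wells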
Target sequence (P49840 whole entry, looked up): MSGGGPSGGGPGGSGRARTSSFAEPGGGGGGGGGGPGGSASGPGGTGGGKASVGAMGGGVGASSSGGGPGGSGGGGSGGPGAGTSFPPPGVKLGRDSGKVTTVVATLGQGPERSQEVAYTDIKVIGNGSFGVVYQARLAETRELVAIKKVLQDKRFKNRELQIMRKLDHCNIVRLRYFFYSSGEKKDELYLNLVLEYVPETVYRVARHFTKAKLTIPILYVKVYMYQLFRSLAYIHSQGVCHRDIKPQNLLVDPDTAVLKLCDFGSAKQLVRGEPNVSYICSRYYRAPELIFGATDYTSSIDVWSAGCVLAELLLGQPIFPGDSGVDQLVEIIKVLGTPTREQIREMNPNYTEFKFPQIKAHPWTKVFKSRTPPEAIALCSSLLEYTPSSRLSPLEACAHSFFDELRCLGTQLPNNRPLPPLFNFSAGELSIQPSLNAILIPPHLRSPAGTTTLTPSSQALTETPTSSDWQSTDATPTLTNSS
GSK3B inh: blocks human GSK3beta kinase activity | P49841 | AID 2097 | GST-GSK3beta kinase, ADP-Glo luminescence, 60 min; hits give low values | activity score (negative = inhibition), % at 10 µM | 0.038% of 300,000 active;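 active means more than half of replicate wells score below -50%, meaning over 50% inhibition versus plate controls; inconclusive means some replicates but at most half score below -50%; inactive means no replicate scores below -50%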;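 further: 0% = median DMSO wells and -100% = median GW8510 positive control wells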
Target sequence (P49841 whole entry, looked up): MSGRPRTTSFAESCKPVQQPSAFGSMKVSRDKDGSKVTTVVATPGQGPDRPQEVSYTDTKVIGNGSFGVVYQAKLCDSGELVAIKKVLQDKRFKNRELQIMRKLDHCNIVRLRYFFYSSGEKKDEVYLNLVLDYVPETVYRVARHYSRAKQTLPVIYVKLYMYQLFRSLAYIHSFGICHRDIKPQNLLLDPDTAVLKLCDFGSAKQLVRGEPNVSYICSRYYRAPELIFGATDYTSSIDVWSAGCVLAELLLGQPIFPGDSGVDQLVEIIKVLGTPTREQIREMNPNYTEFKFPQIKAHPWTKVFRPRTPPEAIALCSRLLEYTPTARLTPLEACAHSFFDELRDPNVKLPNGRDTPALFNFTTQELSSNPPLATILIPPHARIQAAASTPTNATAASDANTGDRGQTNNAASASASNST
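Assay system: GST-fused GSK3beta enzyme, cell-free / Medium: Tris pH 7.5 buffer with MgCl2, DTT, BSA, heparin / Also added: peptide substrate plus 25 µM ATP (final) / Compound: 10 µM single point / Timing: kinase reaction with compound 60 min at room temperature / Detection: ADP-Glo luminescence / Benchmarks: DMSO neutral wells and GW8510 at 20 µM as positive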
HSF1 activator: increases HSF-1 driven luciferase reporter signal | NIH3T3-HGL HSF-1 luciferase reporter, MG132, 8 h; 100% = twice DMSO control signal | 1.7% of 300,000 active | activation, % at 9 µM;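 active means mean replicate activation of at least 50% with a set share of replicates each reaching 50%; inconclusive means only one of those two conditions met; inactive means mean below 50% and too few replicates reaching it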;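 further: 0% = median of the neutral control wells and 100% = twice that signal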
The depositor's hits bear a star; i = inactive; ? = inconclusive; . = not tested or not shown. These rows are one share of the data. The share of hits here may be higher or lower than overall.

SMILES	HSF1 inh	AI-2 QS modul	PolyA inh	Platelet DG rel	HSP90 refold inh	HDAC3 inhib	DYRK1A inh	GSK3A inh	GSK3B inh	HSF1 activator
COc1ccc(NCc2nnc(SCC(=O)Nc3cc(C)cc(C)c3)o2)cc1	-1	32	i	3	4	-2	-17	0	1	7
CC1CN(Cc2cc(=O)oc3cc(O)ccc23)CC(C)O1 (centres undefined)	-4	10	i	-7	-1	-36	1	1	0	3
CCOC(=O)CSc1n[nH]c(NC(=O)c2cccc(C)c2)n1	-5	.	i	0	0	90*	-1	-2	.	-3
COc1ccc(-c2noc3c2-c2nc(-c4ccccc4F)sc2CC3)cc1	3	7	i	-2	6	1	0	-3	0	5
CCc1ccc(NC(=O)c2cc(Br)ccc2Br)cc1	11	11	i	3	-5	2	.	-1	1	16
CCCCCOc1ccc(C(C)(O)C(CN2CCOCC2)c2ccccc2)cc1 (centres undefined)	9	-4	i	.	2	12	0	2	0	-2
Cc1cc(C)n(/N=C/c2c[nH]c3ccccc23)c(=O)c1	-4	42	i	1	2	2	9	-1	-3	-4
Cc1ccc(S(=O)(=O)N2CCC(C(=O)NNC(=O)c3cccnc3)CC2)cc1	-3	32	i	13	5	-1	.	-1	-2	2
C=CCn1c(-c2ccc3ncccc3c2)n[nH]c1=S	-2	15	i	4	1	10	44	20	-9	2
CCOc1c(Cl)cnn(-c2ccc(C)cc2)c1=O	.	-5	i	.	0	16	4	-1	0	.
O=C(C1CCCO1)N1CCN(C(=S)Nc2ccccc2F)CC1 (centres undefined)	0	25	i	4	1	3	6	-1	5	3
Cc1ccc(C)c(S(=O)(=O)Nc2ccc3[nH]c(=O)[nH]c3c2)c1	-1	-3	i	3	0	0	9	2	-2	26
CC12CCC(C(=O)N(c3ccc(Cl)cc3)C1=O)C2(C)C (centres undefined)	-6	60	i	-1	5	-3	-7	4	-2	10
O=C(NCc1ccccc1)C1CC(=O)N(c2ccc(OCC(=O)N3CCCC3)cc2)C1 (centres undefined)	-10	45	i	-6	6	-4	-4	0	2	8
CCOC(=O)C(=O)Nc1ccc([N+](=O)[O-])cc1OC	0	4	i	28	22*	0	5	-1	-4	0
COc1cc2c(cc1OC)C(C(=O)N(C)Cc1ccccc1)C(c1cccnc1)N(C)C2=O (centres undefined)	-1	16	i	11	-2	10	4	-2	-5	-7
CCOC(=O)C1CCN(C(=O)c2ccc(CNS(=O)(=O)c3ccc(C)cc3)cc2)CC1	1	17	i	2	0	?	-4	-6	0	0
CCN1C=C(Cc2ccc(OC)cc2)C2=C(C1)C(c1ccc(OC)cc1)C(C#N)=C(N)O2 (centres undefined)	6	26	i	-8	-2	3	3	-1	-1	14
CCOc1ccc2oc(C(=O)NCC(C)(C)CN(C)C)c(C)c2c1	0	24	i	-1	6	-17	3	4	2	-12
COc1ccc(/C=C/C(O)=C2/C(=O)NC3(C)CC2c2ccccc2O3)c(OC)c1OC (centres undefined)	11	-2	i	-5	0	-2	7	-2	-3	-8
N#Cc1nc(-c2ccco2)oc1NCCc1ccccc1	6	53	i	-8	1	-12	-2	.	-4	35
O=C(NCc1cccnc1)c1cccc(Cl)c1	-3	8	i	-16	0	-5	7	-1	-3	3
COc1ccc(CNc2cc([N+](=O)[O-])ccc2OC)cc1	2	28	i	-8	2	7	-7	-1	0	-8
NC(=O)c1cc(S(=O)(=O)NCCc2ccc(S(N)(=O)=O)cc2)cs1	-2	5	i	17	2	?	-1	1	0	-6
C/C(Cl)=C\CNC(C)c1ccccc1 (centres undefined)	-4	12	i	2	-3	-2	-5	-2	-1	-2
O=P(c1ccccc1)(c1ccccc1)C(O)c1ccc(Br)cc1 (centres undefined)	-3	.	i	13	-1	1	14	1	.	-2
Cc1ccc(C(C)C)c(OCCN2C(=O)NC(C)(C)C2=O)c1	-5	5	i	-4	0	1	2	-2	5	6
Cc1ccc(C)c(SCc2noc(C(=O)NCC3CCCO3)c2C(=O)O)c1 (centres undefined)	-12	-11	i	2	-2	3	8	-4	4	-17
Cc1cc(C)cc(NC(=O)NN2C(C)CCCC2C)c1 (centres undefined)	-5	-2	i	6	1	-8	12	-1	1	9
O=C(N/N=C(\CC(=O)c1cccs1)C(F)(F)F)c1ccncc1	-1	-12	i	15	2	8	.	2	0	-4
CC(C)=C(NC(=O)c1ccccc1)C(=O)N/N=C/c1ccc(O)cc1	7	-4	i	?	1	4	0	-2	16	16
O=c1c(-c2ccc3c(c2)OCCO3)coc2cc(O)cc(O)c12	26	26	i	3	2	1	16	9	1	71*
O=C1CN(C(=O)CSc2nnc(Nc3ccccc3)s2)c2ccccc2N1	1	7	i	12	1	0	0	0	4	2
O=C(NCc1ccc(Cl)cc1)C(=O)c1c[nH]c2ccccc12	29	-89*	i	1	-1	9	-9	0	-2	?
CCOC(=O)c1c[nH]c(=S)n(-c2ccccc2)c1=O	6	-1	i	-2	.	1	-6	-5	4	-9
COc1cc(CN2CCC(n3nccc3NC(=O)C3CC3)CC2)cc(OC)c1	-2	4	i	0	1	-3	38	-1	-7	-13
Cc1ccc(-n2c(C)nc3ncnc(-c4ccccc4)c32)cc1	-4	13	i	-3	2	?	0	2	0	-2
CCOC(=O)C1=C(c2ccccc2)NC(=O)NC1c1ccc(OC)cc1 (centres undefined)	6	-23	i	2	3	-5	.	-1	-2	4
CC(C)NC(=O)c1onc(CSc2cccc(Cl)c2)c1C(=O)O	1	4	i	1	-9	-1	-5	-6	-22	-18
CC(=NCCN1CCN(C(=S)Nc2ccccc2)CC1)C1=C(O)CC(C)(C)CC1=O	-2	31	i	0	1	6	0	0	0	-13
Cc1ccc(NC(=O)C2CCN(C(=O)[C@@H]3Cc4ccccc4CN3)CC2)cc1	26	9	i	-1	-7	-4	1	-2	0	29
C[C@H]1COc2c(C3(N)CC3)c(F)cc3c(=O)c(C(=O)O)cn1c23	-4	6	i	4	4	-2	.	-3	2	-14
O=C(Nc1cccc(-c2nnc(-c3ccccc3)o2)c1)c1ccco1	4	16	i	2	.	-7	-3	0	-8	-18
Cc1ccc(-n2nc3c(=O)n(CCCC(=O)NC4CCC(C)CC4)nc(C)c3c2C)cc1 (centres undefined)	1	-2	i	-6	4	-4	-3	-1	3	1
O=C(Nc1ccc(-c2nc3ncccc3o2)cc1)c1ccc(Br)o1	11	22	i	-1	-4	5	-3	1	2	22
CCc1csc(CCNC(=O)C2CCC(=O)N(CCOC)C2)n1 (centres undefined)	1	6	i	-7	-4	-3	0	-2	4	2
CCOC(=O)C1CCCN(CC(=O)Nc2c(C(=O)OC)[nH]c3ccc(C)cc23)C1 (centres undefined)	18	35	i	-2	2	-5	3	-1	5	37
NS(=O)(=O)c1ccc(CCNC(=O)CN2CCN(Cc3cccc4ccccc34)CC2)cc1	-1	30	i	-5	-2	-2	-4	-1	-1	-2
Cc1ccc(S(=O)(=O)c2nc(C)oc2N2CCOCC2)cc1	9	31	i	4	-3	-3	0	1	5	4
COc1ccc(N2C(=O)c3ccccc3NC2c2cccnc2)cc1 (centres undefined)	7	12	i	2	-1	0	-21	-4	1	35
O=C(c1cc(-c2ccco2)nc2ccccc12)N1CCN(c2ccc(F)cc2)CC1	-1	34	i	-22	7	-2	-1	-3	2	-2
COc1ccc(C)cc1NS(=O)(=O)c1cn(C)c(=O)n(C)c1=O	-9	13	i	-1	-1	3	-3	-2	2	-13
CC1CCN(C(=O)Cn2cc(C(=O)C3CC3)c3ccccc32)CC1	11	12	i	5	-2	9	8	-1	-4	0
Cc1ccc(C(=O)NCC(=O)OCC(=O)c2cc(C)n(Cc3ccco3)c2C)cc1	2	-43	i	-2	5	-1	3	1	4	2
O=C1CCN(Cc2ccc([N+](=O)[O-])cc2)CCN1[C@H](CO)c1ccccc1	3	21	i	4	-2	2	1	-1	0	-10
COc1ccc(CC(=O)Nc2ccc(OC(C)=O)cc2C(=O)O)cc1	-6	5	i	-4	-3	2	1	0	1	-3
O=C(NCc1nnc(SCC(=O)N2CCOCC2)o1)c1ccccc1F	-6	16	i	6	6	.	2	-1	3	1
Cc1ccc(NC(=O)CCSc2nnc(Cc3ccccc3)o2)cc1	4	13	i	-6	-3	-1	-1	-2	-1	0
Cc1cc(SCC(=O)c2cccs2)n2nc(C)c(-c3ccccc3)c2n1	-3	24	i	7	3	0	-3	0	3	-3
COc1ccccc1N/N=C/c1ccc2c(c1)OCO2	-45	20	i	-1	-2	1	24	.	1	-53

Some entries already given, reduced to HSF1 activator and GSK3B inh.
canonical_smiles | HSF1 activator | GSK3B inh
CCOC(=O)C1CCCN(CC(=O)Nc2c(C(=O)OC)[nH]c3ccc(C)cc23)C1 (centres undefined) | 37 | 5
Cc1ccc(C(=O)NCC(=O)OCC(=O)c2cc(C)n(Cc3ccco3)c2C)cc1 | 2 | 4

The list goes on:
SMILES	HSF1 inh	AI-2 QS modul	PolyA inh	Platelet DG rel	HSP90 refold inh	HDAC3 inhib	DYRK1A inh	GSK3A inh	GSK3B inh	HSF1 activator
CN(C)CCn1c2c(c(SCC(=O)NCc3ccccc3)nc1=O)CCC2	-1	21	i	-7	.	4	3	-3	-2	4
CCC(c1nnc(SCC(=O)Nc2ccc(NC(C)=O)cc2)n1Cc1ccccc1)N(C)C (centres undefined)	2	11	i	5	-4	2	-4	-1	0	-7
CC1CN(C(=S)NC(=O)c2ccco2)CC(C)O1 (centres undefined)	3	16	i	2	-3	2	-6	1	-3	3
O=C(O)c1ccc(/C=N/Nc2nc3ccccc3[nH]2)cc1	0	11	i	24	4	-4	-1	0	1	31
CCN(CC)CCCNC(=O)C1CCCN(c2nnc(N3CCCC3=O)s2)C1 (centres undefined)	-3	8	i	-3	0	3	-4	-4	-1	23
Brc1ccc2nc(CSc3ncn[nH]3)cn2c1	7	10	i	0	0	-2	11	-3	5	24
CC(=O)c1ccc(N2CCN(C(=O)c3cc(-c4ccncc4)nc4ccc(Cl)cc34)CC2)cc1	-1	16	i	3	0	.	-1	-2	2	-6
N#CCCC12CCCCC1=Nc1ccccc12 (centres undefined)	-3	18	i	1	2	7	0	-1	4	0
Cc1[nH]n(-c2ccccc2)c(=O)c1-c1ccccc1	8	10	i	2	-1	6	1	-2	5	39
O=C(c1cccnc1)N1CCc2ccccc2C1	-2	16	i	21	-2	3	5	2	1	9
COc1cccc(-c2nc(CS(=O)(=O)CC(=O)NC3CCCCCC3)c(C)o2)c1	4	8	i	-1	-3	3	0	-1	1	4
COc1cccc(/C=N/Nc2nc(N3CCCC3)nc(N3CCCC3)n2)c1O	3	18	i	-1	-4	-3	1	-3	3	6
O=C1CC(SCCc2nc3ccccc3[nH]2)C(=O)N1c1ccc(F)cc1 (centres undefined)	-5	28	i	14	2	2	4	.	1	2
Cc1ccc2cc(NC(=O)c3ccccc3C)ccc2n1	15	16	i	3	4	-1	-2	1	3	26
